GPR35 arrestin U2OS – GPR35 antagonists blocking zaprinast-driven arrestin recruitment, primary screen, imaging, U2OS, beta-arrestin-GFP, zaprinast agonist (AID 2058); 290,000 tested, 0.052% active; U2OS GPR35 beta-arrestin-GFP translocation imaging, zaprinast antagonism; higher % means a stronger effect; one-dose inhibition, % at 10 µM; IC50 in µM for titrated hits;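 active means inhibition of at least 50% with at least 30 cells and total cytoplasm GFP at most 10,000,000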
GPR55 antagonists – GPR55 antagonists blocking LPI-driven arrestin recruitment, primary screen, imaging, U2OS, beta-arrestin-GFP, LPI agonist (AID 2013); U2OS GPR55 beta-arrestin-GFP translocation imaging, LPI antagonism; higher % means a stronger effect; inhibition, % at 10 µM, or IC50 in µM where a hit was titrated; 290,000 tested, 0.13% active;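 active means spots per cell inhibited over 60%, with over 100 cells counted and total cytoplasm intensity under 500,000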;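 further: U2OS cells stably carrying GPR55 and arrestin-GFP stimulated by 5 µM LPI near EC80; imaged beta-arrestin-GFP aggregate spots per cell after agonist stimulation; plate controls were LPI-stimulated DMSO wells for no effect and DMSO wells without LPI for full effect; some results filed as inactive read as strong as hits; confirmed hits need IC50 under 10 µM and bright autofluorescent wells are also inconclusive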
GPR55 beta-arrestin – GPR55 agonists via beta-arrestin recruitment, primary screen, imaging, U2OS cells, beta-arrestin-GFP redistribution (AID 1961); U2OS GPR55 beta-arrestin-GFP redistribution imaging; higher % means a stronger effect; one-dose activation, % at 10 µM; EC50 in µM for titrated hits; 290,000 tested, 0.048% active;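 active means activation above 40% with more than 50 cells counted in the well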;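 further: U2OS osteosarcoma cells stably expressing GPR55 and beta-arrestin-GFP; plate controls were DMSO negative control for no effect and LPI positive control for full effect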
SV40 large T antigen – SV40 large T antigen inhibitors, biochemical (AID 1903) | one-dose inhibition, % at 20 µM; IC50 in µM for titrated hits | 310,000 tested, 0.39% active | SV40 large T antigen ATPase/helicase inhibition assay; higher % means a stronger effect; in the data active means a potency from the dose series; further: strong numbers were not always called active
T cell HTS – T cell immune modulation candidate; 2C CD8+ T cell-vesicle binding, flow cytometry; stronger effect = lower value; calls only at 7 µM; 330,000 tested, 0.068% active;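 active means response, share of CD8 T cells binding vesicles, and their 90th percentile fluorescence all below set limits, cut at about 80% in these data, passing the limit was not always enough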
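Read-out – percent CD8+ FL2 mean versus row control · System – murine 2C transgenic CD8+ T lymphocytes · Times – 1.5 h cell–vesicle binding at 37 °C, then 20 min icy labelling · Control set – naked vesicles low, QL9 vesicles with vehicle high · Detection – cytometric PE anti-B7-1 and Alexa647 anti-CD8 signals after 1% paraformaldehyde fixation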
NTR1 agonist – agonists of NTR1, primary screen, imaging, U2OS cells, beta-arrestin-GFP, high content (AID 493036); P30989; NTR1-U2OS beta-arrestin-GFP spot imaging, agonist mode; activation, % at 20 µM; 330,000 tested, 0.17% active;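 active means activation at or above 40% of the spot to cytoplasm intensity ratio, with at least 20 cells analyzed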;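 further: 0% = DMSO without peptide and 100% = 100 nM NTR1 peptide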
Target sequence (P30989 whole entry, looked up): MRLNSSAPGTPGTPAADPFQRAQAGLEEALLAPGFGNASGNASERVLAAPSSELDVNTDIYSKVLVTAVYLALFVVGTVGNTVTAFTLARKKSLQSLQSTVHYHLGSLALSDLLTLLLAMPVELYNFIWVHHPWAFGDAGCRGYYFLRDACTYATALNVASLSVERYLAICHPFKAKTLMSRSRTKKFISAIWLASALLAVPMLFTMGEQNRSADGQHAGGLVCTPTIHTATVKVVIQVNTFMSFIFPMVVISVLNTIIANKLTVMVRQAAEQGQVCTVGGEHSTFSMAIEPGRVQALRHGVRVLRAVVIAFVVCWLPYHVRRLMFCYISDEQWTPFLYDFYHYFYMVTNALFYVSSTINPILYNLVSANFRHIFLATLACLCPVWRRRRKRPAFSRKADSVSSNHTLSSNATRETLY
Lipid droplet – hepatic lipid droplet formation modulation. AML12 mouse hepatocytes, oleate lipid droplets, BODIPY imaging. inhibition, % at 6.5 µM. 240,000 tested, 0.4% active;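 active means lipid droplet intensity inhibited by at least 50%, with more than 500 cells counted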
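Assay system: AML12 mouse liver cells | Compound: 6.5 µM single-point dosing | Schedule: Overnight exposure | Technique: Fluorescence imaging, 20x objective, two fields per well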
LYP phosphatase – PTPN22 lymphoid phosphatase activity blockers – biochemical, fluorescence intensity, uHTS (AID 1779) | recombinant LYP phosphatase, fluorescence intensity; higher % means a stronger effect | 290,000 tested, 0.054% active | inhibition, % at 11.5 µM; hits with a dose series show IC50 in µM; in the data active means inhibition above about 50%;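 further: plate controls were vehicle with enzyme for no effect and no enzyme for full effect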
Rac1 GTP hydrolysis – MgcRacGAP GTPase-activating activity inhibitors, confirmation, biochemical, ADP Hunter fluorescence; AID 624330; MgcRacGAP-stimulated Rac1 GTP hydrolysis, ADP Hunter fluorescence; higher % means a stronger effect; GST-tagged Rac1 F28L mutant substrate; inhibition, % at 30 µM, or IC50 in µM where a hit was titrated; 340,000 tested, 0.6% active;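 active means first-screen hits whose inhibition reached a set limit at any dose in the follow-up dose series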;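 further: fluorescence reports GDP produced by GAP-driven GTP hydrolysis; strong numbers were not always called active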
Lipid droplet cells 6.5 µM – recorded beside Lipid droplet, whose call it bears; cell count; measured here: cell count, cytotoxicity flag;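 cells counted across two imaged fields per well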
T cell HTS vesicle-bound % – further read-out of T cell HTS, marked with its call; double positive events, %; measured here: CD8+ vesicle-bound cell fraction;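 binding gate set so that unloaded-vesicle control wells show 10% double positive cells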
NTR1 agonist cell count 20 µM – further read-out of NTR1 agonist, marked with its call; cell count; measured here: cell count, cytotoxicity flag
The depositor's hits bear a star; i = inactive; · = no result given; & = joins results of further samples.

SMILES	GPR35 arrestin U2OS	GPR55 antagonists	GPR55 beta-arrestin	SV40 large T antigen	T cell HTS	T cell HTS vesicle-bound %	NTR1 agonist	NTR1 agonist cell count 20 µM	Lipid droplet	Lipid droplet cells 6.5 µM	LYP phosphatase	Rac1 GTP hydrolysis
O=C(CSc1nccc(=O)[nH]1)NN(c1ccccc1)c1ccccc1	3%	-2%	-0.1%	2%	i	51	2.8	60	-9	667	2%	11%
COc1cccc(-c2cc(C(F)(F)F)n3ncc(C(=O)N4CCc5ccccc5C4)c3n2)c1	-9%	4%	0.3%	-8%	i	33	9.3	49	-16	678	4%	2%
CCn1c(C(=O)N2CCC(C(=O)NCc3cccs3)CC2)cc2sccc21	4%	11%	-0.1%	11%	i	37	-1.6	51	·	·	-9%	2%
CCOC(=O)c1ccccc1NC(=S)N1CCC(C)CC1	6%	7%	0.3%	5%	i	4	1.7	52	-1	616	-5%	4%
CN(Cc1cccnc1)C(=O)CNC(=O)COc1ccccc1	1%	1%	-0.1%	6%	i	15	1.3	50	-9	700	-1%	3%
Cc1ccsc1C(=O)OCC(=O)Nc1cccc(S(=O)(=O)N2CCOCC2)c1	7%	-3%	-0.2%	1%	i	56	-1.1	69	-4	660	4%	6%
CCCC1=C([O-])C2N=CC=CC2=[N+](c2ccccn2)C1=O (centres undefined)	6%	8%	0.0%	2%	i	62	-2.1	50	-6	616	-12%	6%
CC(NC(=O)C1CC1)C(c1cccs1)N1CCOCC1 (centres undefined)	-7%	2%	-0.1%	8%	i	43	2.2	62	4	659	-7%	3%
CCOC(=O)c1c(C)nc(C)c(C(=O)OCC)c1-c1ccc(O)c(OC)c1	-18%	12%	-0.5%	9%	i	61	0.3	41	10	721	-4%	13%
CC(C)N(C(=O)CN1C(=O)NC(c2ccccc2)(c2ccccc2)C1=O)C(C)C	-8%	-6%	0.3%	6%	i	44	0.6	53	-27	738	-4%	9%
CCC(C(=O)OCC(=O)NC(=O)NC(C)(C)C)c1ccccc1 (centres undefined)	-1%	-28%	0.2%	4%	i	9	1.0	40	-2	668	2%	-4%
COc1ccc(C2CC(=O)CC(=O)C2n2cncn2)cc1 (centres undefined)	-8%	2%	0.2%	2%	i	24	1.2	53	·	·	-3%	2%
CC(C)OC(=O)NS(=O)(=O)c1cccc([N+](=O)[O-])c1	-9%	9%	0.0%	-3%	i	56	5.7	95	-6	758	-8%	5%
COc1ccc(OC)c(S(=O)(=O)N2c3ccccc3CC2C)c1 (centres undefined)	12%	-5%	0.2%	5%	i	28	-0.3	55	-8	667	10%	5%
O=S(=O)(c1ccc(Br)cc1)c1nc(-c2ccco2)oc1NCC1CCCO1 (centres undefined)	14%	-17%	-0.3%	1%	i	8	3.0	62	-16	688	-1%	5%
CC(C)CCNC(=O)C(c1ccncc1)N(C(=O)Cn1nnc(-c2ccc(F)cc2)n1)c1ccccc1F (centres undefined)	10%	10%	-0.2%	1%	i	24	0.7	74	0	666	-4%	2%
COC(=O)[C@@H](NC(=O)c1ccccc1)[C@@H](C)O	1%	2%	0.0%	24%	i	29	-1.5	82	7	871	-18%	7%
CN(Cc1ccc(F)cc1)C(=O)c1cc(COc2ccc(F)cc2F)on1	-5%	11%	0.3%	3%	i	14	-0.8	55	0	669	-5%	-2%
O=C(CN(C(=O)CCC(=O)Nc1nccs1)c1cccc(F)c1)NCc1ccc2c(c1)OCO2	0%	-3%	-0.2%	4%	i	44	0.6	44	-4	858	-9%	1%
CC1=CC(C)(C)N(C(=O)CSc2ncn[nH]2)c2ccccc21	19%	10%	0.9%	11%	i	58	0.4	75	-15	760	-7%	12%
CC(=O)N(Cc1c(C#N)c2ccccc2n1C)c1ccccc1	-6%	1%	0.0%	-1%	i	54	-1.2	49	-58	733	-7%	5%
COC(=O)C1=C(C)N(c2ccc(OC)cc2)C(C)=C(C(=O)OC)C1c1ccccc1	-4%	-4%	0.1%	10%	i	43	4.0	57	0	667	6%	12%
Cc1cccc(-c2nnc(SCC(=O)Nc3nc4c(s3)CCCC4)n2C)c1	-5%	-1%	0.1%	5%	i	6	3.4	61	5	749	5%	2%
COc1ccc(CNC(=O)c2cc(C)nc3ccccc23)cc1OC	-9%	7%	0.5%	6%	i	54	0.9	36	-9	673	-16%	-2%

3 entries from above in another layout.
SMILES,GPR35 arrestin U2OS,GPR55 antagonists,GPR55 beta-arrestin,SV40 large T antigen,T cell HTS,T cell HTS vesicle-bound %,NTR1 agonist,NTR1 agonist cell count 20 µM,Lipid droplet,Lipid droplet cells 6.5 µM,LYP phosphatase,Rac1 GTP hydrolysis
CC(=O)N(Cc1c(C#N)c2ccccc2n1C)c1ccccc1,-6%,1%,0.0%,-1%,i,54,-1.2,49,-58,733,-7%,5%
COC(=O)C1=C(C)N(c2ccc(OC)cc2)C(C)=C(C(=O)OC)C1c1ccccc1,-4%,-4%,0.1%,10%,i,43,4.0,57,0,667,6%,12%
Cc1cccc(-c2nnc(SCC(=O)Nc3nc4c(s3)CCCC4)n2C)c1,-5%,-1%,0.1%,5%,i,6,3.4,61,5,749,5%,2%

More results follow.
SMILES	GPR35 arrestin U2OS	GPR55 antagonists	GPR55 beta-arrestin	SV40 large T antigen	T cell HTS	T cell HTS vesicle-bound %	NTR1 agonist	NTR1 agonist cell count 20 µM	Lipid droplet	Lipid droplet cells 6.5 µM	LYP phosphatase	Rac1 GTP hydrolysis
Cn1c(=O)n(C)c2cc(NS(=O)(=O)c3ccccc3[N+](=O)[O-])ccc21	-12%	17%	0.3%	32%	i	12	2.4	48	34	727	0%	7%
O=c1[nH]c(C2CCN(S(=O)(=O)c3ccccc3C(F)(F)F)CC2)nc2c1nnn2Cc1ccccc1	-29%	-11%	-0.1%	1%	i	36	13	54	-10	839	1%	2%
CCOC(=O)C(=O)NNc1ccccc1C	-3%	6%	-0.3%	6%	i	34	-0.5	79	1	696	-9%	4%
COC(=O)C1=C(C)N(c2ccccc2)/C(=C/c2cccs2)C1=O	8%	8%	-0.2%	2%	i	54	1.8	67	·	·	3%	7%
Cc1ccc2cc(/C=N/NC(=O)CN3CCOCC3)c(Cl)nc2c1	-5%	-4%	-0.3%	5%	i	23	-0.5	42	0	555	-2%	13%
O=[N+]([O-])c1cc(Cl)cc(C2=NCCN2)c1	-6%	-6%	-0.1%	8%	i	20	0.9	85	·	·	-9%	7%
O=C(N/N=C/C=C\c1ccccc1[N+](=O)[O-])c1cccs1	-2%	-14%	-0.2%	9%	i	55	-0.5	102	20	693	9%	7%
Cc1ccc(OCC(=O)Nc2ccc(S(=O)(=O)N(C)C3CCN(C)CC3)cc2)c(C)c1	0%	48%	-0.1%	20%	i	34	0.3	44	-26	752	-2%	3%
CCCOC(=O)c1cc(=O)[nH]c2ccccc12	-10%	26%	0.3%	-4%	i	61	-1.8	49	·	·	-9%	1%
COc1cc(NC(=O)c2nccn2C)cc(C(=O)Nc2cccc(C(F)(F)F)c2)c1	8%	4%	-0.1%	4%	i	14	2.2	71	7	698	-14%	15%&5%
CC(c1ccccc1)N1CC(C(=O)N2CCN(c3ccccc3)CC2)CC1=O (centres undefined)	-4%	2%	-0.1%	10%	i	8	3.8	47	·	·	-7%	2%
C/C(CC(=O)Nc1ccc2c(c1)OCCO2)=N\NC(=O)Cc1ccc(Cl)cc1	-8%	6%	-0.2%	8%	i	45	0.7	33	0	783	-6%	9%
Cc1onc(-c2ccccc2)c1C(=O)OCC(=O)c1ccccc1	8%	4%	-0.2%	-1%	i	33	1.5	41	-16	738	-8%	14%
O=C(NCc1ccc2c(c1)OCO2)C(=O)Nc1cc2c3c(c1)CC(=O)N3CCC2	·	·	·	10%	i	40	0.3	40	·	·	·	10%
Cc1ccc(C(=O)O/N=C(\N)c2ccc(Br)cc2)cc1C	18%	-6%	-0.1%	2%	i	15	-0.6	105	-3	795	-5%	8%
COc1ccc(Oc2nnc(C)c3ccccc23)cc1	13%	13%	0.6%	6%	i	26	-1.0	51	10	798	-7%	8%
COc1ccc2cc(-c3ccccc3)c(=O)oc2c1	2%	4%	0.2%	8%	i	28	0.7	69	3	766	-30%	7%
CCOC(=O)c1c(C)nc(C)c(C(=O)OCC)c1-c1ccc(Br)cc1	9%	6%	-0.2%	-3%	i	44	1.3	39	-14	588	3%	5%
Cc1ccc(NC2=C(N3CCCCC3)C(=O)c3ccccc3C2=O)cc1	-8%	3%	-0.3%	-8%	i	34	0.9	43	·	·	-12%	-35%

4 compounds from above, arranged by the number in SV40 large T antigen, high to low:
| molecule | SV40 large T antigen |
| --- | --- |
| O=C(NCc1ccc2c(c1)OCO2)C(=O)Nc1cc2c3c(c1)CC(=O)N3CCC2 | 10% |
| Cc1ccc(C(=O)O/N=C(\N)c2ccc(Br)cc2)cc1C | 2% |
| CCOC(=O)c1c(C)nc(C)c(C(=O)OCC)c1-c1ccc(Br)cc1 | -3% |
| Cc1ccc(NC2=C(N3CCCCC3)C(=O)c3ccccc3C2=O)cc1 | -8% |
